Screening results from PubChem.
UGM FP inh = M. tuberculosis UGM enzyme inhibitors, primary screen, biochemical, fluorescence polarization, single point. UDP-galactopyranose mutase (Mycobacterium tuberculosis (strain ATCC 25618 / H37Rv)), …. purified UGM, fluorescence polarization probe displacement. inhibition, % at 10 µM. hit rate 0.06% among 320,000. AID 504406, 2011; in the data active = inhibition above about 10%, passing the limit was not always enough; inconclusive = no clear call, values can overlap the other calls
Target sequence (P9WIQ1 whole entry, looked up): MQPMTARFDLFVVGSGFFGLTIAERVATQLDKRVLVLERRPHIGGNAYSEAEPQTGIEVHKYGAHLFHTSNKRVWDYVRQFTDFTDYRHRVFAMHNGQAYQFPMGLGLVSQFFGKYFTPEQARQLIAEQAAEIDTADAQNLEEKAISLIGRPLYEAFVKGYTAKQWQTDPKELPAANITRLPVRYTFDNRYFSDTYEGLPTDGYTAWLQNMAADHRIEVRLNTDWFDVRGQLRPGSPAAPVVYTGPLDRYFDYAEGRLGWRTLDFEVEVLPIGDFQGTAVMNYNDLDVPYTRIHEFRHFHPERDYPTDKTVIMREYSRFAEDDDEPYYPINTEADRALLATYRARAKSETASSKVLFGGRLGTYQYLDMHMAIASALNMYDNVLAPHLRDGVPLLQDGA
PrPC surface inh = inhibitors of human cell surface prion protein PrPC, primary screen, cell-based, TR-FRET. TR-FRET read-out. inhibition, % at 13.8 µM. hit rate 0.43% among 370,000; in the data active = inhibition above about 24%; also: 0% = median of the test wells and 100% = reference compound wells
FadD28 FP inh = inhibitors of FadD28 bisubstrate probe binding, primary screen, biochemical, fluorescence polarization, single point. inhibition, % at 12.5 µM. AID 588549, 2011. Mycobacterium tuberculosis FadD28 fatty-acid-AMP ligase. hit rate 0.22% among 360,000; in the data active = inhibition above about 8.5%, passing the limit was not always enough; inconclusive = no clear call, values can overlap the other calls
BoNT-F LC inh = BoNT/F light chain protease inhibitors, primary screen, biochemical, flow cytometry, MLPCN library; hit rate 0.22% among 360,000; inhibition, % at 10 µM; Multiplex microsphere protease cleavage assay; AID 588497, 2011; in the data active = inhibition above about 35%, passing the limit was not always enough; inconclusive = no clear call, values can overlap the other calls; also: plate controls were buffer without enzyme for full effect and enzyme alone for no effect
Rv3671c inh = Rv3671c serine protease inhibitors, primary screen, biochemical, fluorescence polarization, M. tuberculosis H37Rv; P9WHR9; inhibition, % at 5.96 µM; hit rate 0.048% among 320,000; AID 2606, 2010; in the data active = inhibition above about 38%;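 also: extracellular domain of Rv3671c used as enzyme; 0% = enzyme with DMSO and 100% = no enzyme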
MazF activator = activators of E. coli MazEF toxin-antitoxin RNase, primary screen, biochemical, fluorescence, uHTS; Endoribonuclease toxin MazF (Escherichia coli (strain K12)), P0AE70; FAM/BHQ RNA-DNA oligo cleavage fluorescence, 5 h; activation, % at 20 µM; hit rate 0.32% among 350,000; AID 504720, 2011; in the data active = activation above about 50%
Target sequence (P0AE70 whole entry, looked up): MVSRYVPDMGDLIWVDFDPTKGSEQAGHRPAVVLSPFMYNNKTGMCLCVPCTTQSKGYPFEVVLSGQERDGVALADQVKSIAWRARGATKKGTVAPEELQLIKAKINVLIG
FBA Mtb inh = Mtb FBA enzyme inhibitors, primary screen, biochemical, fluorescence, strain H37Rv; AID 588726, 2011; Fructose-bisphosphate aldolase (Mycobacterium tuberculosis (strain ATCC 25618 / H37Rv)), …; inhibition, % at 1 µM; purified M. tuberculosis FBA, fluorescence read-out; hit rate 2.3% among 360,000; in the data active = inhibition above about 27%;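 also: 0% = vehicle and 100% = reference inhibitor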
Target sequence (P9WQA3 whole entry, looked up): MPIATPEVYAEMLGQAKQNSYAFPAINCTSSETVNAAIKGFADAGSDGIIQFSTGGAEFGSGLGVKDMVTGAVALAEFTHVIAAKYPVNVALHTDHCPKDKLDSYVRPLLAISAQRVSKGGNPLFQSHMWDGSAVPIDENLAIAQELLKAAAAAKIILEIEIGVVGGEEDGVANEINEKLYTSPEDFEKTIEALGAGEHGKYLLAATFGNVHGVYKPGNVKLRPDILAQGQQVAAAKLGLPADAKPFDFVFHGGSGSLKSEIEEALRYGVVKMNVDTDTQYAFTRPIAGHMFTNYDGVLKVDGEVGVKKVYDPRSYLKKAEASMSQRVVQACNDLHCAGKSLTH
BioA inh = M. tuberculosis BioA enzyme inhibitors, primary screen, biochemical, plate reader, single point, HTS; AID 602481, 2012; inhibition, % at 9.99 µM; purified M. tuberculosis BioA enzyme; hit rate 0.096% among 360,000; 7,8-diaminopelargonic acid synthase BioA (Mycobacterium tuberculosis); in the data active = inhibition above about 40%; inconclusive = no clear call, values can overlap the other calls
GDH-TPI counter = GDH-TPI coupling enzyme inhibitors, primary screen, artefact control for M. tuberculosis FBA inhibitor project, biochemical, absorbance, full deck. GDH-TPI coupled enzyme counterscreen, NADH absorbance. inhibition, % at 4.8 µM. hit rate 1.2% among 360,000; in the data active = inhibition above about 30%;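 also: 0% = DMSO wells and 100% = wells lacking the enzyme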
* marks the source's active call; other numbers are inactive results; ? = inconclusive; . = no result given; & = joins results of further samples.

Values in the order: UGM FP inh | PrPC surface inh | FadD28 FP inh | BoNT-F LC inh | Rv3671c inh | MazF activator | FBA Mtb inh | BioA inh | GDH-TPI counter
OC(COc1ccccc1)CN1CCN(c2ccccc2)CC1 (stereo not given)
    . | 8 | 0.4 | 2 | . | -6 | 4 | 0.0 | 6
Cc1sc2nc(C3CC3)nc(SCC(=O)NCc3ccco3)c2c1C
    2.4 | 4 | -0.1 | -6 | -4 | -10 | 6 | 0.7 | 4
NS(=O)(=O)c1ccc(NC(=O)C2CCCO2)cc1 (stereo not given)
    -1.6 | 9 | . | . | 0 | 0 | . | . | .
O=C(CNC(=O)C1CCCCC1)Nc1ccccc1
    2.7 | 2 | -4.2 | 1 | -5 | -5 | 0 | . | -6
CCCOc1ccc2c(c1)C(=NN=C(N)N)c1cc(OCCC)ccc1-2
    -2.3 | -7 | -0.3 | -13 | 9 | -11 | 0 | -0.7 | 0
COc1ccc(C(=O)NC(=S)Nc2ccc3[nH]c(=O)[nH]c3c2)c(OC)c1
    -4.6 | 9 | 1.2 | 11 | -5 | -18 | 3 | 2.3 | -3
OC(COc1ccc2ccccc2c1Cl)CN1CCOCC1 (stereo not given)
    -1.2 | -10 | -0.4 | 1 | 2 | -15 | 1 | -0.4 | 8
COC(=O)c1cc(CNC(=O)CCCSc2ccccc2)ccc1OC
    . | 2 | -1.5 | 7 | . | -7 | 0 | 1.2 | 1
Cc1ccc(C(=O)OCC(=O)NCc2ccco2)cc1S(=O)(=O)N1CCOCC1
    -1.8 | 2 | -2.0 | 12 | 2 | 3 | -1 | 0.8 | -4
COc1ccc(C(O)c2ncc(-c3ccccc3)[nH]2)cc1 (stereo not given)
    . | -4 | -0.4 | -9 | . | . | 0 | -1.4 | -4
COc1ccc(Cc2nc(-c3ccccn3)no2)cc1
    1.4 | -6 | -4.0 | -15 | -4 | 1 | -7 | -0.3 | 4
CC1CC(C)CN(C(=O)CSc2nc3ccsc3c(=O)n2Cc2ccccn2)C1 (stereo not given)
    0.2 | -2 | 0.1 | 0 | -4 | 2 | 1 | 2.0 | 1
CCN(CC)S(=O)(=O)c1cc(C(=O)OCC(=O)Nc2c(F)cccc2F)ccc1F
    -1.7 | 0 | -4.7 | -1 | -4 | -8 | 3 | -0.5 | -6
CC(C(=O)Nc1ccccc1Sc1ccccc1)N(c1ccccc1)S(C)(=O)=O (stereo not given)
    2.7 | 12 | -4.8 | -4 | 8 | 2 | 4 | -2.0 | 11
Cc1ccc(-c2nc(CSc3nc4ccccc4c(=O)n3CCO)cs2)cc1
    -3.0 | -8 | 0.1 | -12 | -12 | -9 | 3 | . | 9
Cc1cc(C)c2c(CN3CCN(C/C=C/c4ccccc4)CC3)cc(=O)oc2c1
    -0.9 | -9 | -5.1 | -8 | 0 | -6 | -2 | 0.5 | -13
O=C1CCC(C(=O)Nc2cccc(S(=O)(=O)Nc3ccccc3F)c2)=NN1
    -0.1 | 2 | -0.4 | -3 | -6 | 5 | -1 | 0.2 | 5
O=C(CNc1cccc(S(=O)(=O)N2CCOCC2)c1)Nc1cccc(Br)c1
    0.0 | 10 | -3.3 | -11 | -8 | -1 | 6 | -6.6 | 2
Cc1ccc(NC(=O)CSCc2cc(=O)n3ccsc3n2)cc1
    -0.9 | . | -1.6 | -4 | -3 | 2 | 1 | 1.3 | 11
Cc1cccc(NC(=S)N(Cc2cccc(Br)c2)CC2CCC(C(=O)O)CC2)c1 (stereo not given)
    1.5 | 11 | -0.9 | -7 | 1 | -23 | 0 | . | 3
CCOC(=O)[C@H]1[C@H]2COc3cc(OC)ccc3[C@@H]2N2C(=O)N(c3cccc(Cl)c3)C(=O)[C@@]12C
    0.8 | . | 0.1 | -10 | -17 | -6 | 2 | 0.3 | 4
O=C(CN1CCN(c2ncccn2)CC1)N1CCCC1
    0.5 | 3 | -3.9 | 7 | 7 | 3 | -2 | . | 0
COc1ccc(S(=O)(=O)N2CCOCC2)cc1NC(=O)CCOc1ccc(C(C)(C)C)cc1
    . | 4 | -0.6 | -8 | . | 7 | -1 | -1.5 | 8
COc1cc2c(cc1OC)C(=O)Cc1ccc3c(c1CN(C)CC2)OCO3
    1.5 | -14 | -2.8 | -3 | -1 | -1 | 0 | -0.7 | 9
c1ccc(Nc2ccc3ccccc3c2)cc1
    . | -2 | -2.5 | -5 | . | 3 | 33* | -0.8 | 1
O=C(Nc1ccccc1)C1=C[C@H](C2CC2)C[C@H](OCCCCO)O1
    2.6 | -1 | 0.1 | -2 | -5 | 2 | 2 | -1.1&-0.9 | 3
CCC(C)(C)NC(=O)C(OC(=O)c1ccco1)c1ccccc1F (stereo not given)
    -1.3 | 3 | -0.5 | . | -2 | 1 | 0 | -0.8 | 0
S=c1[nH]nc(COc2ccc(Cl)cc2)n1Cc1ccco1
    2.2 | 11 | -0.7 | -4 | -13 | 1 | 4 | . | 0
COc1ccc(C)cc1NC(=O)c1cccc(C(=O)Nc2cc(C)ccc2OC)c1
    1.4 | -5 | -3.0 | . | 0 | 1 | 3 | 0.5 | 11
CCOC(=O)C(NC(C)=O)(Nc1ccc(S(=O)(=O)Nc2ccncn2)cc1)C(F)(F)F (stereo not given)
    -0.5 | -5 | -0.7 | -10 | 9 | 2 | 3 | 0.9 | 6
O=C(COc1ccc(Cl)cc1)NNC(=O)c1ccc(=O)[nH]c1
    -0.5 | 5 | 0.3 | -1 | 5 | -3 | 4 | -1.3 | 18
CS(=O)(=O)c1ccccc1C(=O)Nc1nc2ccccc2[nH]1
    3.4 | -5 | -3.7 | 0 | 0 | 5 | -2 | -1.1 | -2
COc1ccc(CCC(=O)NNC(=O)c2cc(Cl)ccc2OC)cc1
    1.1 | 4 | -1.3 | -20 | -3 | 9 | -1 | . | -4
COc1ccccc1/C=C1\SC(=S)N(CC(=O)NC2CCS(=O)(=O)C2)C1=O (stereo not given)
    1.9 | 0 | -0.6 | -5 | 3 | 4 | -1 | . | 22
CS(=O)(=O)c1ccc(C(=O)Nc2cc(-c3ccccc3)nn2-c2ccccc2)cc1
    1.9 | -5 | -0.5 | -8 | -6 | -3 | 3 | -0.2 | 4
COc1ccccc1C(NC(=O)C1CCN(CCc2ccc(Br)cc2)CC1)c1ccccn1 (stereo not given)
    . | 1 | -0.1 | -11 | . | . | -1 | -0.9 | 5
COCc1ccc([C@@H]2C[C@H]3CN(Cc4cccnc4)C(=O)[C@]34CCCN24)o1
    2.7 | -2 | -4.3 | -2 | -7 | -1 | 0 | . | -10
O=C(CCN1N=C(c2ccccc2)CCC1=O)NCCCN1CCOCC1
    -4.6 | 4 | -3.9 | 1 | 6 | 7 | -3 | -0.9 | -3
CCCCN(C(=O)c1[nH]c(C)c(C(C)=O)c1C)c1c(N)n(CCCC)c(=O)[nH]c1=O
    0.0 | 1 | -2.4 | -10 | 4 | 4 | -1 | . | -1
CCCOc1ccc(C(=O)NNC(=S)NC(=O)c2ccccc2)cc1
    2.4 | 1 | 0.3 | 14 | 1 | 1 | 0 | -1.5 | 8

Among those listed so far, these contain a thiophene ring, fused or not:
Values in the order: UGM FP inh | PrPC surface inh | FadD28 FP inh | BoNT-F LC inh | Rv3671c inh | MazF activator | FBA Mtb inh | BioA inh | GDH-TPI counter
Cc1sc2nc(C3CC3)nc(SCC(=O)NCc3ccco3)c2c1C
    2.4 | 4 | -0.1 | -6 | -4 | -10 | 6 | 0.7 | 4
CC1CC(C)CN(C(=O)CSc2nc3ccsc3c(=O)n2Cc2ccccn2)C1 (stereo not given)
    0.2 | -2 | 0.1 | 0 | -4 | 2 | 1 | 2.0 | 1

Next compounds
Values in the order: UGM FP inh | PrPC surface inh | FadD28 FP inh | BoNT-F LC inh | Rv3671c inh | MazF activator | FBA Mtb inh | BioA inh | GDH-TPI counter
CCOc1c2ccc(C(=O)NCCCCc3ccccc3)cc2nn1CC
    2.6 | -2 | 0.6 | -7 | 0 | 5 | 48* | -0.5 | 11
Cc1cc(C(=O)CSc2nnc(-c3cccnc3)n2-c2ccccc2F)c(C)n1C
    -1.9 | -4 | -3.2 | 8 | 6 | 4 | 1 | . | 9
O=C(N/N=C/c1cccc(Cl)c1)C1CCCC1
    -1.0 | 3 | -0.7 | -8 | 3 | 10 | 3 | 0.4 | -12
CCCCNC(=O)CCn1c(=S)[nH]c2cc3c(cc2c1=O)OCO3
    1.9 | 1 | -2.1 | -2 | 2 | 8 | 2 | -0.6 | -1
O=C(Cc1ccc(NC(=O)C2CCN(C(=O)C3CCC3)CC2)cc1)Nc1ccc(C(=O)N2CCOCC2)cc1
    . | 1 | -2.2 | 3 | . | 5 | 2 | 0.0 | 1
COc1cc(/C=C/C(=O)OCC(=O)N2c3ccccc3CC2C)cc(OC)c1OC (stereo not given)
    -1.6 | 4 | -4.1 | -3 | -9 | 4 | 10 | -3.1 | 5
Cc1cccc(Nc2nc(N)nc(CCl)n2)c1
    0.5 | 3 | -3.3 | ? | 5 | 7 | 1 | -0.4 | 1
CS(=O)(=O)N(CC(=O)O)c1ccc(C23CC4CC(CC(C4)C2)C3)cc1
    1.5 | 6 | 1.7 | -4 | -1 | -6 | 1 | -1.1 | 8
COc1ccc(CNC(=O)C2CCN(S(=O)(=O)c3ccc4c(c3)N(C(C)=O)CCO4)CC2)cc1
    -3.6 | 4 | 0.5 | -6 | -5 | 12 | 0 | 0.6 | -5
COc1ccc(NS(=O)(=O)c2cccc(C(=O)N3CCOCC3)c2)cc1
    . | 4 | -0.7 | 5 | . | 0 | 3 | -1.6 | 11
CCOC(=O)CSc1nnc(CNC(=O)c2ccc([N+](=O)[O-])cc2)n1C
    -2.0 | -4 | -2.0 | -1 | -2 | 6 | -2 | -1.2 | -1
COC/C=C/C1=CC2=CC(=O)C(C)(OC(=O)c3cnc4ccccc4n3)C(=O)C2=CN1C(CO)CO (stereo not given)
    -2.0 | 4 | -1.4 | -4 | -6 | 1 | -5 | 0.6 | 5
C#CCNC(=O)C1=C[C@H](c2cn(C(C)=O)c3ccccc23)[C@@H](CCCO)[C@H](OCC)O1
    1.6 | 1 | -1.1 | -10 | 1 | 1 | 6 | -3.9 | 14
Cc1cccc(C)c1NC(=O)CN(C)CC(=O)Nc1ccc(C#N)c(Cl)c1
    -1.1 | -12 | -1.3 | 0 | -14 | -4 | 6 | -0.4 | 1
CSc1nc2ccccc2c(=O)n1C1CCOC(C)(C)C1 (stereo not given)
    -3.1 | -10 | 0.2 | -2 | -4 | 8 | 0 | . | -3
Fc1ccc(-[n+]2nc(Nc3ccccc3)sc2-c2cccc(Cl)c2Cl)cc1
    -3.6 | -3 | -4.7 | 1 | 0 | 14 | -2 | -0.5 | -7
CCCCCCC(=O)N=Nc1c(O)[nH]c2ccc([N+](=O)[O-])cc12
    2.5 | -5 | -0.9 | -7 | -5 | 14 | 3 | . | 2
CC(=O)Nc1ccc(Oc2cc(C#N)c(C#N)cc2N2CCOCC2)cc1
    -0.2 | 1 | -4.9 | 1 | -8 | 6 | -1 | -1.5 | 1
CCC(C)N(C(=O)CCC(=O)Nc1cc(C)on1)C(C(=O)NC(C)(C)C)c1ccccc1Cl (stereo not given)
    -1.1 | -3 | 0.3 | 10 | -8 | 0 | 0 | -0.7 | 10
